Pf growth 48h: Primary qHTS for delayed death inhibitors of the malarial parasite plastid, 48 hour incubation; P. falciparum luciferase growth in erythrocytes, 48 h; Potency, µM (doses to about 28.7 µM), inactives show at the highest dose activity change, negative = inhibition, actives largely listed as inhibitors; 310,000 compounds, 5.9% hits; note: potency is the fitted concentration of half-maximal effect; % is set by controls: 0 for no effect and ±100 for the full control effect
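Read-out is firefly luciferase luminescence from an integrated reporter in P. falciparum, so falling signal marks reduced parasite growth. Infected erythrocytes were at 2% hematocrit and 0.1% parasitemia (final) in Albumax-supplemented RPMI 1640.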
LmPK inh: qHTS Assay for Inhibitors of Leishmania Mexicana Pyruvate Kinase (LmPK); 290,000 compounds, 0.37% hits; Q27686; purified LmPK, Kinase-Glo ATP luminescence, 1 h; AID 1721, 2009; Potency, µM (top dose mostly 57.5 µM), for inactives: top-dose activity change, negative = inhibition, hits mostly inhibitors; note: potency is the fitted concentration of half-maximal effect; % is set by controls: 0 for no effect and ±100 for the full control effect
Target sequence (Q27686 whole entry, looked up): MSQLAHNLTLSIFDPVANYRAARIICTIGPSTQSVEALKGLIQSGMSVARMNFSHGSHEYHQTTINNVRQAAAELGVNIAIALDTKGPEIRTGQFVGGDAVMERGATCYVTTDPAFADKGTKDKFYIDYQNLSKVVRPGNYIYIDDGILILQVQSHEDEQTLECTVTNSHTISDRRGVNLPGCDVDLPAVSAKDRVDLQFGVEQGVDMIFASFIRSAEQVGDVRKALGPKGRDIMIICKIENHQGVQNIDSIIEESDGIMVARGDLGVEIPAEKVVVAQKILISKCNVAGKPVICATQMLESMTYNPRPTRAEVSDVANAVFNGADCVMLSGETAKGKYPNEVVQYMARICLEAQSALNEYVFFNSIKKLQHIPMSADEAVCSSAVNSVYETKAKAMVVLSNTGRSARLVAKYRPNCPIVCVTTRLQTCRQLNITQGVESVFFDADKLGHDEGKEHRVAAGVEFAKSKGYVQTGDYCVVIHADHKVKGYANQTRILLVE
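0.1 nM LmPK, 0.5 mM PEP, 0.1 mM ADP; 50 mM imidazole pH 7.2, 7 mM MgCl2, 50 mM KCl; 1 h RT. Kinase-Glo luminescence readout, normalized to no-enzyme (full inhibition) and uninhibited wells.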
CHX counter: Cycloheximide Counterscreen for Small Molecule Inhibitors of Shiga Toxin; max response, %; cell reporter, cycloheximide protein synthesis inhibition counterscreen; AID 2314, 2010; 300,000 compounds, 12% hits; in the data active = max response mostly above about 13%, no sharp cut-off; inactive = mostly below about 14%; note: read at 38.3 µM for the half of the compounds with a filed dose; 0% is about no effect
AMA1-RON2 inh: qHTS for Inhibitors of AMA1-RON; Towards Development of Antimalarial Drug Lead: Primary Screen; Potency, µM (titrated, usually from 58.2 µM), for the others: top-dose activity change, negative = inhibition, actives largely listed as inhibitors; 360,000 compounds, 0.2% hits; AlphaScreen AMA1-biotinylated RON2 peptide binding; AID 720542, 2013; Plasmodium falciparum AMA1 (3D7) - RON2 peptide interaction;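 note: potency is the fitted concentration of half-maximal effect; 0% = vehicle wells and -100% = peptide control; nearly all actives have a fitted effect of over 45% in size; some results filed as inactive show a strong effect at the top dose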
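AMA1 (3D7) with his tag at 25 nM final met compounds first, then biotinylated RON2 peptide at 25 nM; detection used donor plus acceptor beads, 10 µg/mL apiece, read by AlphaScreen after 30 min at room temperature.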
Pf growth 96h: Primary qHTS for delayed death inhibitors of the malarial parasite plastid, 96 hour incubation. P. falciparum luciferase reporter growth, 96 h. Potency, µM (series often up to 28.7 µM), for inactives: top-dose activity change, negative = inhibition, usual class: inhibitors. 320,000 compounds, 6.9% hits. AID 504834, 2011; note: potency is the fitted concentration of half-maximal effect; % is set by controls: 0 for no effect and ±100 for the full control effect
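P. falciparum expressing integrated firefly luciferase, in erythrocytes at 2% hematocrit, 0.05% parasitemia, incubated with compounds 96 h at 37 C, 5% CO2. Growth inhibition read as loss of luminescence; two-generation exposure targets delayed-death apicoplast inhibitors.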
Shiga toxin inh: A qHTS for Small Molecule Inhibitors of Shiga Toxin; Vero cells, Shiga toxin protein synthesis inhibition reporter; inhibition, % at 38.7 µM; 290,000 compounds, 9.2% hits; AID 2315, 2010; in the data active = inhibition mostly above about 28%, no sharp cut-off; inactive = mostly below about 43%; note: 0% is about no effect
TbPYK inhibitor: qHTS of Trypanosoma Brucei Inhibitors. 410,000 compounds, 0.12% hits. TbPYK enzyme, Kinase-Glo Plus ATP luminescence, 45 min. pyruvate kinase (Trypanosoma brucei), Q57TT1. Potency, µM (highest dose often 76.8 µM), for the others: at the highest dose activity, negative = inhibition, most hits filed as inhibitors; note: potency is the fitted concentration of half-maximal effect; % is set by controls: 0 for no effect and ±100 for the full control effect; nearly all actives have a fitted effect of over 50% in size
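Luminescence from Kinase-Glo Plus, added after a 45-minute room-temperature reaction, served as the end-point read-out. The enzyme and substrate were preincubated with compound before ADP (130 uM final) initiated turnover. Concentration-effect curves came from normalized qHTS data.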
Starred values were filed as active, the others as inactive; ? = inconclusive; . = not tested or not shown; & = joins results of further samples; [ ] = another dose, or the depositor's remark. Unless noted, calls come from the whole dose curve; as a rule, active = well fitted curve in the direction sought with a large enough effect; inconclusive = small, poorly fitted or top-dose-only effect, or another doubt; inactive = no such curve, though single readings can be large; an effect the other way counts as inactive or inconclusive.

no.	canonical_smiles	Pf growth 48h	LmPK inh	CHX counter	AMA1-RON2 inh	Pf growth 96h	Shiga toxin inh	TbPYK inhibitor
1	CC(C)(CC(=O)OCC(=O)Nc1ccccc1F)CC1=NS(=O)(=O)c2ccccc2N1	?	3%	-4	13%	12µM*	-3	1%&7%
2	Cc1cc2ccccn2c1C(=O)c1ccccc1Br	-8%	1%	6	-16%	-7%	-8	-1%
3	CC(NC(=O)c1cc(-c2ccncc2)nc2ccc(Br)cc12)C1CCCO1 (centres undefined)	?	0%	-2	-11%	?	-10	5%
4	CCCCSc1cc(C)nc2ncnn12	11%	0%	5	6%	-1%	-2	3%
5	C=C(C)Cn1c(CCCNC(=O)C(C)(C)C)nc2ccccc21	?	-3%	4	14%	-13%	4	-2%
6	O=C(O)CSCC(=O)N1CCCN(c2nccc(C(F)(F)F)n2)CC1	-1%	-1%	-3	-8%	34%[activator]	-5	-7%
7	CC1CC(C)CN(CCCNC(=O)c2csc3c2CCCC3)C1 (centres undefined)	-29%	5%	-4	9%	50%[activator]	-12	1%
8	CSc1ccccc1C(=O)C1CCCN(C(=O)c2cncs2)C1 (centres undefined)	15%	-2%	9	-15%	?	13	-24%
9	CC1CCCN(S(=O)(=O)c2ccc(C(=O)Nc3sc4c(c3C(N)=O)CCN(C)C4)cc2)C1 (centres undefined)	?	3%	-3	1%	?	-12	6%
10	COc1ccc(C(=O)Nc2cccc(-c3ccc4nncn4n3)c2)cc1	33%[activator]	4%	13	-7%	20%	29	0%
11	CC(Sc1nnc2ccccn12)C(=O)Nc1ccc(Cl)cn1 (centres undefined)	8%	-1%	-3	8%	-4%	-6	10%
12	CCN1CCN(CC(=O)Nc2ccc3c(c2)OCO3)C(=O)C1=O	-10%	3%	-3	0%	15%	3	2%
13	Cc1ccc(OCCCn2c(=O)oc3ccccc32)cc1	?	8%	33*	39%[activator]	0%	52*	3%
14	Cc1ccc(C2CC(c3cccc(C)c3)n3ncnc3N2)cc1 (centres undefined)	.	11%	-3	4%	?	-15	-4%
15	CCCCNCc1cc(OC)c(OCC(N)=O)cc1Br	3%	4%	2	-2%	?	-1	-2%
16	Cc1ccc([N+](=O)[O-])cc1S(=O)(=O)n1ccnc1C	5.2µM*	4%	-4	7%	2%	-14	?
17	Cn1c(=O)c2c(ncn2CC(=O)OCC(=O)Nc2cc(Cl)ccc2Cl)n(C)c1=O	8%	7%	5	-1%	0%	13	-4%
18	COc1ccc(OC)c(NC(=S)NCc2cccs2)c1	24%	-6%	-6	-19%	?	-7	-3%
19	CN(O)/C=C1\C(=O)Nc2ccccc21	?	5%	3	?	.	-24	-16%
20	O=C1NC(=O)C(CC(=O)N(Cc2cccs2)C2(C(=O)NC3CCCC3)CCCCC2)N1 (centres undefined)	2%	2%	0	-1%	0%	-14	-2%
21	O=C(Nc1ccc(NC(=O)c2ccc(S(=O)(=O)c3ccccc3)cc2)cc1)c1ccccc1	11%	5%	-1	-1%	34%[activator]	-6	-4%
22	Cc1c(C(=O)NNc2c(Cl)cccc2Cl)n(C)oc1=O	34%[activator]	3%	0	8%	67%[activator]	-5	-3%
23	O=C(CSc1nnc(C2CC2)n1C1CC1)c1ccc(F)cc1	59%[activator]	.	.	4%	-1%	.	-7%
24	COc1cccc(OC)c1C(=O)Nc1ccc(NC(=O)c2ccco2)cc1	29%	-1%	-4	-8%	?	16	3%
25	CCc1ccc(NC(=O)CO/N=C(\C)c2cc3ccccc3o2)cc1	-9%	7%	-2	13%	89%[activator]	-21	-6%
26	O=S(=O)(c1ccccc1F)N1CCN(c2nc(-c3cccnc3)nc3ccccc23)CC1	12µM*	.	.	8%	?	.	-12%
27	O=C1C(Cc2ccc(Br)cc2)SC(=Nc2ccccc2)N1c1ccccc1 (centres undefined)	13µM*	-2%	-1	7%	?	23	-5%
28	Cc1nnc(NC(=O)c2cc3ccccc3o2)s1	123%[activator]	-3%	25*	-5%	17%	67*	-4%
29	COc1cc(C(=S)NCc2ccccc2)cc(Br)c1O	9%	6%	1	0%	12%	-5	?
30	c1ccc2c(c1)ncc1cccn12	.	4%	2	-5%	21%	-21	-4%
31	Cc1ccc(NC(=O)c2ccc(COc3ccccc3)o2)nc1	44%[activator]	-4%	26*	-6%	86%[activator]	55*	-3%
32	CSCCC(NC(=O)COc1ccccc1)C(=O)N1CCCC(C(F)(F)F)C1 (centres undefined)	?	.	.	-4%	-2%	.	-4%
33	Cc1ccc(OCCC(=O)Nc2ccc(F)c(Cl)c2)cc1	7%	0%	1	28%	15µM*	-4	2%
34	O=C(NC1CCN(S(=O)(=O)c2ccccc2F)CC1)c1cccnc1	-8%	-2%	-2	5%	0%	-4	-1%
35	O=C(Cn1cnnn1)NCc1ccccc1	20%	4%	4	0%	56%[activator]	-2	-4%
36	CCOc1ccc2nc(NC(=O)C3CCCO3)sc2c1 (centres undefined)	-16%	2%	1	-4%	24%	24	-3%
37	COc1cc(C2=Nc3ccc(Br)cc3C(c3ccccc3)N2CC(=O)NN)cc(OC)c1OC (centres undefined)	8.3µM*	6%	-1	49%[activator]	?	8	-3%
38	CN(CC(=O)Nc1ccc(N2CCOCC2)cc1)CC(=O)Nc1ccccc1[N+](=O)[O-]	27%	-1%	-1	25%	10%	-10	-4%
39	CCNc1ccc(S(=O)(=O)N(C)C)cc1NCC(=O)Nc1c(F)cccc1F	7%	2%	-4	10%	?	-9	-4%
40	CCN(CC)CCn1nc2c3c(cccc3c1=O)-c1ccccc1-2	4.1µM*	-4%	-2	-3%	19%	-20	3%
41	CCOC(=O)c1c(C)[nH]c(C)c1C(=O)COC(=O)c1cc(OC)c(OC)cc1OC	-19%	6%	-5	0%	?	-3	5%
42	C#CCOCCOCCOCCNc1nc(N2CCOCC2)nc(N2CCN(C(=O)CCCCCCCCCCNC(=O)[C@@H](CCC(=O)O)n3cc(CCCCCN)nn3)CC2)n1	15µM*	.	.	4%	?	.	3%
43	Cc1ccccc1N1C(S)=C(C#N)C(=O)NC1c1ccco1 (centres undefined)	1%	2%	-1	82%[activator]	105%[activator]	45	-2%
44	CC(C)NC(=O)N1CCN(c2ccncc2S(=O)(=O)N2CCCCC2)CC1	-11%	-11%	0	-7%	-11%	-39	3%
45	Clc1cccc(NCc2nnc(SCc3ccc(Cl)cc3Cl)o2)c1	-18%	-1%	-1	25%	.	13	6%
46	Fc1ccc(CSc2ccc3nnc(-c4ccccn4)n3n2)cc1	3.7µM*	0%	-3	9%	3.3µM*	-6	-6%
47	COC(=O)CN1C(=S)N(c2ccc(OC)cc2)C(=O)C1CC(=O)Nc1ccc(F)cc1 (centres undefined)	-17%	-1%	1	-25%	45%[activator]	-5	-2%
48	CCCCC1C(C#N)=C(C)NC2=C1C(=O)CC(C)(C)C2 (centres undefined)	-19%	5%	-5	23%	.	-21	-5%
49	CCN1C(=O)[C@H]2[C@@H](c3ccc(-c4ccc5c(c4)OCO5)c(OC)c3)N[C@@](Cc3ccccc3)(C(=O)OC)[C@H]2C1=O	1.2µM*	.	.	1%	?	.	1%
50	COC(=O)c1ccc(N)c(N=CC2=C(O)CC(C)(C)CC2=O)c1	25%	1%	50*	73%[activator]	62%[activator]	19*	0%
51	CCOC(=O)CC(=O)CSc1nc2c(c(-c3cccs3)c1C#N)CCC2	13%	2%	-2	6%	12%	-9	0%
52	Cc1ccc(NC(=O)c2ccc(=O)n(CC(=O)Nc3ccccc3)n2)cc1	3%	-2%	-1	-4%	-4%	-3	1%&6%
53	C[C@H]1[C@H](NC(=O)/C(=N/OC(C)(C)C(=O)O)c2csc(N)n2)C(=O)N1S(=O)(=O)O (stereo in doubt)	-11%[12.8 µM]	.	.	.	-7%[12.8 µM]	.	0%[33.2 µM]
54	CCCn1c(C2CC(=O)N(c3cc(OC)ccc3OC)C2)nc2ccccc21 (centres undefined)	2%	3%	-2	23%	?	-1	1%
55	Cc1c(NC(=O)CSc2nc3ccccc3c(=O)n2C(C)C)c(=O)n(-c2ccccc2)n1C	?	.	.	0%	-19%	.	0%
56	CC1CCCCN1S(=O)(=O)c1ccc(C(=O)Nc2nnc(-c3ccccc3Cl)o2)cc1 (centres undefined)	.	-1%	-2	73%[activator]	4%	-7	10%
57	COc1ccc(CCNC(=O)C2CC(=O)N(c3ccc(C(C)(C)C)cc3)C2)cc1OC (centres undefined)	?	5%	6	0%	-3%	13	-1%
58	O=C(NNC(=O)c1ccc(O)cc1O)c1ccc(-c2ccccc2)cc1	-2%	0%	-2	116%[activator]	-22%	19	-7%
59	CCOC(=O)N1CCN(C(=O)Nc2cccc3ccccc23)CC1	40%[activator]	4%	-3	0%	?	6	4%
60	COC(=O)c1cc(S(=O)(=O)N2CCCCC2)ccc1N1CCOCC1	?	.	.	1%	-12%	.	0%

Continuation:
no.	canonical_smiles	Pf growth 48h	LmPK inh	CHX counter	AMA1-RON2 inh	Pf growth 96h	Shiga toxin inh	TbPYK inhibitor
61	N#CC(c1ccccc1)c1ccc2c(C(F)(F)F)cc(C(F)(F)F)nc2n1 (centres undefined)	.	0%	-2	?	12µM*	-8	-19%
62	CC(C)c1ccc(-c2c(C#N)c(N)nc(SCC(=O)N3CCCCC3)c2C#N)cc1	.	5%	0	2%	?	-26	-7%
63	CCN(CC)CCCNc1oc(-c2cccc(Cl)c2)nc1C#N	?	4%	-1	0%	-10%	-8	0%
64	CC1=C(C(=O)OCC(C)C)C(c2cc3c(cc2Br)OCO3)NC(=O)N1C (centres undefined)	10µM*	5%	-2	14%	-23%	-6	-3%
65	Cc1nn(Cc2ccccc2)c2c1C(c1ccc(Cl)cc1)C(C#N)=C(N)O2 (centres undefined)	?	3%	6	1%	1.2µM*	1	0%
66	O=C(Nc1nc(-c2cc(F)ccc2F)cs1)C1=NN(c2ccccc2)C(=O)CC1	?	-1%	4	17%	?	-20	2%
67	Cc1ccc(C)c(C(=O)CCC(=O)NNC(=O)Cn2nc(C)cc2C)c1	11%	.	.	138%[activator]	2%	.	-2%
68	O=C(c1ccco1)N1CCC(n2nnc3ccccc32)CC1	28%	-3%	-9	0%	-2%	-10	2%
69	Cc1c(C)n(CC(O)CN2CCOCC2)c2ccccc12 (centres undefined)	2%	-2%	-3	-15%	-3%	4	0%
70	CCCCn1c(N)c(N(CCOC)C(=O)CCCc2nc3ccccc3c(=O)[nH]2)c(=O)[nH]c1=O	27%	.	.	10%	11%	.	0%

Some of the entries so far, with values under each structure.
Sequence of screens: Pf growth 48h	LmPK inh	CHX counter	AMA1-RON2 inh	Pf growth 96h	Shiga toxin inh	TbPYK inhibitor
[62] CC(C)c1ccc(-c2c(C#N)c(N)nc(SCC(=O)N3CCCCC3)c2C#N)cc1
    .	5%	0	2%	?	-26	-7%
[63] CCN(CC)CCCNc1oc(-c2cccc(Cl)c2)nc1C#N
    ?	4%	-1	0%	-10%	-8	0%

Compound activity deposited in PubChem by National Center for Advancing Translational Sciences (NCATS).
